# D3 antag: antagonists of human D3 dopamine receptor; P35462; D3R cells, DiscoveRx beta-arrestin luminescence, antagonist mode; stronger effect = lower value; max response, negative = inhibition, %; actives 2.5% (n = 360,000); AID 652054; in the data active means max response below about -50%; inconclusive means no clear call, values can overlap the other calls; further: on the % scale 0 is the no-effect control and ±100 the full control effect; mostly tested at two doses, the higher about 12 µM
#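 Cells plated overnight at 1500 cells/well, then exposed to library compounds with dopamine controls for 90 minutes at 37 degrees C. DiscoveRx reagent added for 30–60 minutes at room temperature; luminescence read, quantitative HTS format.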
# WRN helicase inh: WRN helicase (human) inhibition. WRN helicase unwinding, fluorescent forked duplex, kinetic. Potency, µM (titrated, usually from 114 µM), for inactives: top-dose activity change, negative = inhibition, usual class: inhibitors. actives 0.46% (n = 360,000); further: potency means the concentration at half of the fitted maximal effect; on the % scale 0 is the no-effect control and ±100 the full control effect; nearly all actives have a fitted effect of over 55% in size
#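 Primary qHTS, 1536-well format. 20 nM WRN + compound, 15 min RT; start with 100 nM forked fluorophore/quencher duplex, 2 mM ATP (final); kinetic read ex 525/em 598 nm.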
# GLP1R cytotox: cytotoxicity in counter-screen for GLP-1R inverse agonists; HEK293 cAMP-luciferase reporter cells, luminescence, 24 h; Potency, µM (doses to about 38.3 µM), for the others: at the top dose activity change, negative = inhibition, usual class: inhibitors; AID 624418; actives 0.13% (n = 410,000);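 further: loss of luciferase light is scored as toxicity; potency means the concentration at half of the fitted maximal effect; on the % scale 0 is the no-effect control and ±100 the full control effect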
#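 To flag toxic compounds, the library was rerun on cells for 24 hr at 37 deg C and 5% CO2. Viability-linked luminescence was captured 12 min after adding luciferase detection reagent.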
# PLK1 PBD block: blocks phosphopeptide binding to human PLK1 polo-box domain | P53350 | Plk1 PBD binding of FITC phosphopeptide, fluorescence polarization | Potency, µM, inactives show max response, negative = inhibition, most hits filed as inhibitors | actives 2.8% (n = 360,000) | AID 720504; further: potency means the concentration at half of the fitted maximal effect; series mostly up to about 57 µM; on the % scale 0 is the no-effect control and ±100 the full control effect; nearly all actives have a fitted effect of over 65% in size
# PI5P4K alpha inh: inhibitors of human PI5P4K alpha | P48426 | PI5P4Kalpha enzyme, ADP-Glo luminescence, 60 min; stronger effect = lower value | max response, % | actives 1.2% (n = 330,000) | AID 652105; active means max response of -50% or lower; inconclusive means between -30% and -50%; inactive means -30% or higher; further: value at the top dose of about 77 µM; on the % scale 0 is the no-effect control and ±100 the full control effect
# Target sequence (P48426 whole entry, looked up): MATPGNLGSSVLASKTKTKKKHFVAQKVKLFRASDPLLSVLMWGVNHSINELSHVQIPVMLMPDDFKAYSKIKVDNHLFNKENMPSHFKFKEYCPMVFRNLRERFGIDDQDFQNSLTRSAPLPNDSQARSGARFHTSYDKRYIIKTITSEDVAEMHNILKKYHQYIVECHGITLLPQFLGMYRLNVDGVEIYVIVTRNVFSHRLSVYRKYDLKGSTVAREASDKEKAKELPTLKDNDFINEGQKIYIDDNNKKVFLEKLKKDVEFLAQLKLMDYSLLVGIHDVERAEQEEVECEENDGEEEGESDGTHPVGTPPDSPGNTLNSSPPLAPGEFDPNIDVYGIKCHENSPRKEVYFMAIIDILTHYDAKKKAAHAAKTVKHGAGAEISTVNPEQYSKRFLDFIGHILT
#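 Quantitative HTS of the MLSMR library against PI5P4Kalpha with substrate. ATP added last at 5 microM final; room temperature, 60 minutes. Remaining ATP depleted, ADP converted and read as luminescence.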
# GLP1R ag: activates the human GLP-1 receptor. P43220. HEK293 GLP-1R CRE-luciferase, luminescence, 4-6 h; cells express a hypersensitive GLP-1R form. Potency, µM (highest dose often 45.6 µM), for the others: at the highest dose activation, usual class: activators. actives 0.007% (n = 380,000); further: potency means the concentration at half of the fitted maximal effect; % of control where 0% means no effect
# Target sequence (P43220 whole entry, looked up): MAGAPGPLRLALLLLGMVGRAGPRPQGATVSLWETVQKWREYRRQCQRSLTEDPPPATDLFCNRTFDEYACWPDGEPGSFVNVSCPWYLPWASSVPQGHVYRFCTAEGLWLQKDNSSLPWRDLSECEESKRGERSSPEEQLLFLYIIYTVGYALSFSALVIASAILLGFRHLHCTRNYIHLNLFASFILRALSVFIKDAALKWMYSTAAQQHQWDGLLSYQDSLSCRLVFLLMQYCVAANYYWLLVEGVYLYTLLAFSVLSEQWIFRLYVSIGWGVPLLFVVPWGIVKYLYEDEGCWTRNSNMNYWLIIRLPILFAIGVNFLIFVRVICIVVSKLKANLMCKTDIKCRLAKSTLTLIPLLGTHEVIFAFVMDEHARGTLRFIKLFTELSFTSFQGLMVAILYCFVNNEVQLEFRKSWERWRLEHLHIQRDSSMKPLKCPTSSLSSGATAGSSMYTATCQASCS
# IL-2 act: activators of IL-2 | actives 0.065% (n = 360,000) | activation, % (series mostly up to about 46 µM) | AID 652025 | IL-2 activation reporter assay, cell-based qHTS; stimulated with anti-CD3/CD4/CD28 beads; in transgenic mouse T cells; in the data active means activation above about 50%; inconclusive means mostly about 30% to 49%; further: 0% is about no effect
#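 First, unstimulated transgenic mouse T cells were exposed to compound for 60 min. Next, anti-CD3/anti-CD4-coated beads with anti-CD28 were added. Finally, after 18 h at 37 degrees C, EGFP and DsRed were imaged.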
# GLP1R inv ag: inverse agonists of human GLP-1 receptor; P43220; HEK293 GLP-1R CRE-luciferase, luminescence, 24 h; GLP-1R form is constitutively active; Potency, µM (top dose mostly 38.3 µM), without a hit: at the highest dose activity change, negative = inhibition, most hits filed as inhibitors; actives 1.6% (n = 410,000); AID 624417; further: potency means the concentration at half of the fitted maximal effect; on the % scale 0 is the no-effect control and ±100 the full control effect; nearly all actives have a fitted effect of over 55% in size
#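 qHTS in 1536-well format: reporter HEK293 cells expressing constitutive GLP-1R activity in DMEM + 10% Nu serum, 24 hr with compounds at 37 deg C, luminescence read after 12 min with detection reagent.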
# D3 ag: D3 dopamine receptor (human) agonism; P35462; D3R DiscoveRx beta-arrestin cells, luminescence, 90 min; max activation, %; actives 0.58% (n = 410,000); in the data active means max activation above about 30%; further: 0% is about no effect; mostly tested at two doses, the higher about 12 µM
#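 Agonist mode: compounds and dopamine controls were applied to plated cells for 90 min at 37 degrees C after an overnight attachment at 1500 cells/well. Luminescent read-out followed 30 - 60 minutes at room temperature with DiscoveRx detection reagent.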
# Starred values were filed as active, the others as inactive; ? = inconclusive; . = not tested or not shown; [ ] = remark or other dose. Unless noted, the call rests on the fitted dose curve; in most records, active means well fitted curve in the direction sought with a large enough effect; inconclusive means small, poorly fitted or top-dose-only effect, or another doubt; inactive means no such curve, though single readings can be large; an effect the other way counts as inactive or inconclusive.
1) COc1ccc(C(C)=O)cc1CN1C(=O)C(C)ON=C1c1cccc(C(F)(F)F)c1 (configuration not stated)
2) Cc1ccc2sc(N(CCCN(C)C)C(=O)c3ccc(S(=O)(=O)N(C)Cc4ccccc4)cc3)nc2c1C
3) CCCC(C(=O)N(C)CC(=O)Nc1ccc(N2CCOCC2)cc1)c1ccccc1 (configuration not stated)
4) O=C(NCCN1CCOCC1)c1cc(-c2ccc(Cl)cc2Cl)on1
5) CCOC(=O)c1c(C)[nH]c(C)c1C(=O)COC(=O)CNC(=O)c1ccc(OCC)cc1
6) CCCCCCCCNS(=O)(=O)CCNCc1ccccc1OC
7) O=Cc1ccccc1OCc1nnsc1Cl
8) CC1(CCC(=O)N2CCCC(Nc3ccc(F)cc3)C2)CC1 (configuration not stated)
Assay by compound	1	2	3	4	5	6	7	8
GLP1R inv ag	1%	?	13%	33%	-2%	?	?	?
D3 antag	1	?	11	-19	-7	-51*	-6	-1
GLP1R ag	11%	-6%	6%	7%	1%	0%	-7%	-5%
D3 ag	3	-10	3	-5	-7	-14	-3	-16
IL-2 act	0.1	0.8	-1.1	2.4	-0.3	-0.5	-1.2	-1.9
PI5P4K alpha inh	7	0	-1	5	-8	19	-8	0
GLP1R cytotox	8%	?	-7%	1%	35%[activator]	-7%	-27%	-9%
PLK1 PBD block	3%	-2%	-1%	-12%	30µM*	0%	-10%	-15%
WRN helicase inh	9%[57.1 µM]	-10%	3%	?	0%	-2%	8%	2%

9) Cc1ccc(NC(=O)Cn2c(=O)c3cccn3c3ccccc32)c(C)c1
10) O=C(Nc1ccccc1)C1=C[C@H](c2ccc(Br)cc2)C[C@H](OCc2ccc(CO)cc2)O1
11) O=C(OCc1ccc(F)cc1)c1cc(S(=O)(=O)N2CCCCC2)ccc1N1CCOCC1
12) CC(C)OCCCNC(=O)c1ccc2c(=O)n(Cc3ccc4c(c3)OCO4)c(=S)[nH]c2c1
13) CC(=O)Nc1ccc(C(=O)COC(=O)c2cccs2)c(F)c1
14) Cc1ccc(S(=O)(=O)Oc2ccc(/C=C(/NC(=O)c3ccccc3)C(=O)O)cc2)cc1
15) CC(C)COc1ccc(Nc2ncnc3ccc(Br)cc23)cc1
16) Cc1ccccc1Nc1nc(N)nc(CSCc2c(C)noc2C)n1
Assay by compound	9	10	11	12	13	14	15	16
GLP1R inv ag	14%	?	20%	6%	0%	-8%	4%	28%
D3 antag	3	?	-4	-4	4	-3	.	17
GLP1R ag	0%	-2%	-3%	0%	0%	0%	0%	27%
D3 ag	5	-8	2	-10	1	-2	-2	5
IL-2 act	-2.4	-0.5	-3.7	-2.9	1.1	-0.2	.	-1.2
PI5P4K alpha inh	0	13	0	-6	3	1	.	-1
GLP1R cytotox	-11%	-3%	-6%	-1%	-22%	-1%	13%	24%
PLK1 PBD block	-7%	-7%	1%	-25%	6%	-16%	.	-5%
WRN helicase inh	1%	-9%	-5%	4%	-5%	-5%	.	-1%

17) C/C(=N\NC(=O)c1nnn(-c2nonc2N)c1CN(C)c1ccccc1)c1ccccn1
18) CC(C)Oc1ccc(S(=O)(=O)N2CCOCC2)cc1NC(=O)Cc1c(F)cccc1Cl
19) CSc1nnc(-c2ccc(Br)s2)n1C
20) Nc1ncncc1-c1ccccc1Cl
21) CCC(=O)OCCNc1cc(Sc2nccn2C)c2nonc2c1[N+](=O)[O-]
22) COC(=O)C(Cc1ccc(O)cc1)NC(=O)C(C)Oc1ccccc1 (configuration not stated)
23) O=C(O)C(=Cc1ccc([N+](=O)[O-])cc1)c1cccc(Cl)c1
24) CC1CCN(C(=O)CSc2ccc(-c3ccc(F)cc3)nn2)CC1
Assay by compound	17	18	19	20	21	22	23	24
GLP1R inv ag	?	-30%	20%	-9%	8%	7%	-10%	?
D3 antag	7	-1	-9	-1	-101*	?	9	-23
GLP1R ag	4%	5%	10%	6%	-25%	-1%	-6%	-1%
D3 ag	1	4	-2	-8	-17	0	4	1
IL-2 act	1.4	-4.8	-0.1	0.6	-0.6	-2.9	-1.6	1.4
PI5P4K alpha inh	2	7	-2	3	-8	.	-1	13
GLP1R cytotox	-22%	4%	1%	-5%	-15%	2%	-14%	6%
PLK1 PBD block	-2%	-10%	-11%	-15%	2.1µM*	-14%	-6%	-15%
WRN helicase inh	2%	-7%	-20%	11%	?	-1%	6%	-13%

25) O=C(O)CCc1ccc(-c2ccccc2)n1NC(=O)c1ccco1
26) COc1ccc(Cl)cc1C(=O)NC1CC(C)(C)NC(C)(C)C1
27) Cc1ccc(C(=O)Nc2ccncc2)cc1[N+](=O)[O-]
28) CCOC(=O)c1ccc(N2C(=O)c3n[nH]c(C)c3C2c2cccnc2)cc1 (configuration not stated)
29) O=c1c2ccccc2nc(SCc2nc(-c3ccccc3)no2)n1-c1ccc(F)cc1
30) O=C(Cc1ccccc1)NC(=S)Nc1ccc(OC(F)F)cc1
31) Cn1cccc1C(=O)OCC(=O)NNC(=O)c1ccc([N+](=O)[O-])cc1
32) CCC(=O)c1cc(F)c(N2CCN(C(=O)Cc3ccccc3)CC2)cc1C
Assay by compound	25	26	27	28	29	30	31	32
GLP1R inv ag	-5%	-17%	12%	-3%	3.5µM*	?	-2%	?
D3 antag	53	22	-3	11	?	3	-2	3
GLP1R ag	-3%	-2%	-4%	2%	-2%	0%	2%	0%
D3 ag	-9	0	-2	-3	-11	-6	6	2
IL-2 act	-4.4	1.2	0.7	2.6	-4.0	0.7	-1.2	-2.4
PI5P4K alpha inh	-6	17	-2	3	7	2	0	-5
GLP1R cytotox	-5%	14%	13%	-24%	-7%	-9%	0%	5%
PLK1 PBD block	-7%	-1%	-9%	2%	-4%	-3%	-1%	-12%
WRN helicase inh	-19%	-1%	-3%	-11%	5%	-6%	0%	-5%

33) S=c1[nH]nc(COc2ccccc2)n1/N=C/c1cccnc1
34) CCC(CC)c1ncc[nH]1
35) CC(CC(=O)N(CCC1=CCCCC1)c1c(N)n(Cc2ccccc2)c(=O)[nH]c1=O)c1ccccc1 (configuration not stated)
36) CCc1cccc(Nc2cc(C)nc3ncnn23)c1
37) Cn1c2ccccc2c2cc(C(=O)N3CCN(CCO)CC3)sc21
38) COc1nc(C)nc(C)c1Oc1ccc(Cl)cc1Cl
39) C=CCN(c1ccccc1OC)S(=O)(=O)c1cccc(C(=O)OC2CCOC2=O)c1 (configuration not stated)
40) CCc1nc2ccc(C(=O)Nc3cc(-c4ccccc4)ccc3OC)cn2c1N(C)Cc1ccc(Cl)cc1
Assay by compound	33	34	35	36	37	38	39	40
GLP1R inv ag	-2%	3%	5%	16%	-5%	?	10%	-4%
D3 antag	-17	-6	-22	-16	-26	-6	0	20
GLP1R ag	0%	4%	-30%	8%	-4%	7%	4%	-6%
D3 ag	0	-2	-16	-7	-4	2	1	-2
IL-2 act	-0.4	0.1	1.6	-0.3	-1.9	-1.8	-0.9	-0.7
PI5P4K alpha inh	-16	2	-5	-7	-2	4	-11	7
GLP1R cytotox	6%	-14%	15%	3%	8%	-7%	2%	2%
PLK1 PBD block	?	-8%	-9%	24µM*	-12%	-9%	-10%	-8%
WRN helicase inh	-41%	-5%	0%	0%	-5%	-5%	1%	-9%

41) CC(C)C12CN3CC(C(C)C)(CN(C1)C3c1ccccc1O)C2=O (configuration not stated)
42) O=[N+]([O-])CC(c1ccccc1)P(=O)(c1ccccc1)c1ccccc1 (configuration not stated)
43) CC(C)C(=O)N1CCCC1(C)C(=O)Nc1ccccc1 (configuration not stated)
44) CN(C(=O)c1cccc(NC(=O)C2CCCN(C(=O)OC(C)(C)C)C2)c1)C1CCCC1 (configuration not stated)
45) O=C(c1ccc(N2CCCCC2)c([N+](=O)[O-])c1)N(c1ccccn1)c1ccccn1
46) CCOC(=O)CSc1nc2c(sc(=S)n2-c2ccc(OCC)cc2)c(=O)[nH]1
47) CCCOC(=O)Nc1cc(OC)ccc1[N+](=O)[O-]
48) Cc1ccc(S(=O)(=O)C(c2ccccc2)c2c(C)noc2C)cc1 (configuration not stated)
Assay by compound	41	42	43	44	45	46	47	48
GLP1R inv ag	?	-6%	14%	?	15%	?	13%	-4%
D3 antag	2	0	30	21	3	4	12	3
GLP1R ag	0%	-1%	8%	12%	12%	-1%	3%	4%
D3 ag	-10	0	1	14	-11	3	3	8
IL-2 act	-2.0	1.4	0.3	-3.4	-4.2	-0.8	-0.9	1.5
PI5P4K alpha inh	3	5	1	13	-3	-4	0	2
GLP1R cytotox	7%	-3%	6%	6%	1%	-9%	7%	1%
PLK1 PBD block	-17%	3%	-5%	-6%	-3%	2%	-4%	-8%
WRN helicase inh	-9%	1%	-4%	-2%	-26%	-1%	-10%	-9%

49) Cc1ccc(/C=C2\SC(=S)N(CCCC(=O)N3CCOCC3)C2=O)cc1
50) COc1cc(C(=O)NNC(=O)CNC(=O)C2CCCCC2)ccc1OC(C)C
51) COc1ccccc1NC(=O)CN1CCN(c2ccc(Cl)cc2)CC1
52) COc1ccc(-c2noc(CCC(=O)Nc3cc(OC)ccc3OC)n2)cc1
Assay by compound	49	50	51	52
GLP1R inv ag	-14%	21%	?	?
D3 antag	10	0	-15	8
GLP1R ag	2%	7%	-2%	1%
D3 ag	-4	2	-12	1
IL-2 act	-0.3	0.1	-2.0	0.3
PI5P4K alpha inh	1	0	11	2
GLP1R cytotox	-3%	-10%	5%	-9%
PLK1 PBD block	-4%	-2%	-17%	1%
WRN helicase inh	6%	9%	-4%	-4%

# Full records, looked up by structure. Values in the order: GLP1R inv ag | D3 antag | GLP1R ag | D3 ag | IL-2 act | PI5P4K alpha inh | GLP1R cytotox | PLK1 PBD block | WRN helicase inh
# CCOC(=O)c1ccc(N2C(=O)c3n[nH]c(C)c3C2c2cccnc2)cc1 (configuration not stated) reads -3% | 11 | 2% | -3 | 2.6 | 3 | -24% | 2% | -11%
# CCCOC(=O)Nc1cc(OC)ccc1[N+](=O)[O-] reads 13% | 12 | 3% | 3 | -0.9 | 0 | 7% | -4% | -10%
# CC(C)COc1ccc(Nc2ncnc3ccc(Br)cc23)cc1 reads 4% | . | 0% | -2 | . | . | 13% | . | .
# CCc1cccc(Nc2cc(C)nc3ncnn23)c1 reads 16% | -16 | 8% | -7 | -0.3 | -7 | 3% | 24µM* | 0%

# Assay outcomes (PubChem)
